T cell HTS: modulators of CD8 T cell-vesicle binding, primary screen, mouse 2C CD8+ T cells, flow cytometry | 2C CD8+ T cell-vesicle binding; hits give low values | calls only at 7 µM | 330,000 compounds, 0.068% hits | AID 2052, 2009;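 active = response, share of CD8 T cells binding vesicles, and their 90th percentile fluorescence all below set limits, cut at about 80% in these data, passing the limit was not always enough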
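Material: 2C TCR transgenic mouse naive CD8+ T cells, MACS-purified. Also added: QL9-charged Drosophila Ld/ICAM-1/B7-1 vesicles. Timing: binding 1.5 h at 37 °C. Measured by: high-throughput flow cytometry with anti-B7-1 and anti-CD8 staining. Read-out: percent CD8+ FL2 mean versus row control. Controls: Unloaded micro-vesicles (low), QL9 vesicles with 0.7% DMSO (high).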
Salmonella PhoP GFP: inhibitors of PhoP regulon expression, primary screen, Salmonella Typhimurium, GFP reporter (AID 1863) | one-dose inhibition, % at 50 µM; IC50 in µM for titrated hits | S. Typhimurium PhoP-regulated promoter GFP reporter, 4 h; higher % means a stronger effect | 300,000 compounds, 0.16% hits;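 active = inhibition over 29.93%, a cutoff 3 SD above the screen mean, later confirmed by dose response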;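 note: 0% = low Mg2+ inducing control and 100% = high Mg2+ repressing control; strong numbers were not always called active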
Insulin prom up: insulin promoter activators in MIN6 cells, imaging, high-content screening, mouse beta cells | 190,000 compounds, 0.3% hits | AID 1625, 2009 | z-score at 5 µM | MIN6 insulin promoter-GFP reporter; hits give high values;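 active = z-score above 3 at 5 µM with at least 500 cells counted in the well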
Autophagy mod: autophagy modulators in MEF cells, primary screen, imaging, high-content, MEF GFP-LC3 | MEF GFP-LC3 puncta imaging; test concentration mostly 10 µM | calls only at 10 µM (by protocol) | 190,000 compounds, 0.98% hits | AID 463193, 2010;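 active = percentage of spot-positive cells more than 3 SD above its plate mean, without a fluorescence outlier flag or 80% toxicity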;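 note: spot-positive cell cutoff set from DMSO-treated cells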
Dynein transport: inhibitors of GR-EGFP nuclear translocation, primary screen, dynein cargo transport inhibitor project, imaging, high-content, 3617.4 mouse cells; test concentration mostly 20 µM; stimulated with dexamethasone, 1 µM; hits give low values; z-score, hits read low; 220,000 compounds, 0.47% hits; AID 1381, 2008;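 active = plate z-score of nuclear minus cytoplasmic receptor signal below a set negative limit, without overly bright fluorescence or cell loss, cut at about -3.5 in these data, passing the limit was not always enough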;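 note: z-score of nuclear minus cytoplasmic ring GR-EGFP intensity difference per well; some compounds called inactive have numbers as strong as hits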
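Buffer or medium: Induction medium lacking tetracycline, stripped serum | Also added: Dexamethasone agonist, 1.0 µM final, for 30 min | Timing: 48 h induction, 1 h compound, 30 min dex at 37 °C | Detection: Formaldehyde fixation, Hoechst nuclear stain, 10x automated fluorescence imaging | Measure: Nuclear versus cytoplasmic GR-EGFP signal, averaged per well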
MT stabilize HCS: microtubule stabilizers in HeLa cells, primary screen, imaging, high-content imaging | % tubulin-high responders, % at 10 µM | 200,000 compounds, 0.83% hits | AID 2205, 2009 | HeLa tubulin immunostaining HCS, 24 h; share of cells brighter than vehicle mean+2SD;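 active = plate Z-score above 3 for both tubulin-high and condensed-nucleus cell shares, with cell loss under 80%, at 10 µM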;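 note: anti alpha tubulin signal scored within the nucleus-defined area of each cell; some results filed as inactive read as strong as hits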
b-catenin transl: modulators of beta-catenin nuclear translocation, primary screen, imaging, HeLa cells, immunofluorescence, high-content | nuclear translocation activity, % at 5 µM | 190,000 compounds, 0.3% hits;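 active = nuclear translocation activity above 50% at 5 µM, with a well cell count of 50 or more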;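 note: per-cell ratio of nuclear to cytoplasmic median beta-catenin stain intensity; plate controls were DMSO negative control for no effect and GSK-3 inhibitor IX positive control for full effect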
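Technique: fluorescence imaging of beta-catenin antibody stain plus DAPI / Material: human HeLa cell line / Incubation: compound treatment 24 h, 37°C, 5% CO2 / Read-out basis: % activation of per-cell nuclear versus cytoplasmic median beta-catenin signal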
ER stress rescue: rescue of cells from ER stress-induced death, primary screen, 384-well, CSM14.1, thapsigargin, ATP luminescence (AID 1222); 190,000 tested, under 10 active; CSM14.1 thapsigargin-induced death rescue, ATP luminescence; higher % means a stronger effect; one-dose cellular ATP content (survival), % at 20 µM; EC50 in µM for titrated hits;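 active = EC50 below 50 µM in the dose-response confirmation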;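 note: death triggered by thapsigargin at about 15 µM added after 2 h compound pretreatment; cell ATP read after overnight thapsigargin exposure of roughly 18 to 22 hours; normalized against plate controls of thapsigargin alone and 5% DMSO vehicle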
Lipid droplet: inhibitors of hepatocyte lipid droplet formation, primary screen, imaging, high-throughput imaging, BODIPY stain; AID 1656, 2009; 240,000 compounds, 0.4% hits; inhibition, % at 6.5 µM; AML12 mouse hepatocytes, oleate lipid droplets;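 active = lipid droplet intensity inhibited by at least 50%, with more than 500 cells counted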
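Test system: AML12 hepatocytes (mouse); reagent: oleate loading, 100 µM; dosing: one dose, 6.5 µM compound; incubation: overnight exposure; signal: fluorescence imaging, 20x objective, two fields per well; read-out basis: % inhibition of corrected integrated BODIPY droplet signal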
Dynein transport cytoplasmic EGFP: second read-out of Dynein transport, no call of its own (marks repeat the call); z-score; measured here: cytoplasmic GR-EGFP intensity; hits give high values
Dynein transport nuclear GR-EGFP: further read-out of Dynein transport, marked with its call; z-score; measured here: nuclear GR-EGFP intensity;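 lower value marks the stronger effect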
Dynein transport cell count: further read-out of Dynein transport, marked with its call; z-score; measured here: cell count per field
Insulin prom up cell count: recorded beside Insulin prom up, whose call it bears; cell count; measured here: cytotoxicity, nuclei count;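 total cells summed across four imaged fields per well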
Lipid droplet cells 6.5 µM: also measured in Lipid droplet; calls as there; cell count; measured here: cell count, cytotoxicity flag;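 cells counted across two imaged fields per well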
b-catenin transl cell count 5 µM: recorded beside b-catenin transl, whose call it bears; cell count; measured here: cell count, cytotoxicity flag
T cell HTS vesicle-bound %: further read-out of T cell HTS, marked with its call; double positive events, %; measured here: CD8+ vesicle-bound cell fraction;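 binding gate set so that unloaded-vesicle control wells show 10% double positive cells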
MT stabilize HCS Hoechst-high %: recorded beside MT stabilize HCS, whose call it bears; % Hoechst-high responders; measured here: nuclear condensation Hoechst responders;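 share of cells brighter than vehicle mean plus two SD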
MT stabilize HCS cytotoxicity %: further read-out of MT stabilize HCS, marked with its call; toxicity, %; measured here: cytotoxicity by cell density;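 0% = mean cell density of plate MIN control wells and 100% = no cells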
Autophagy mod cell loss 18 h: also measured in Autophagy mod; calls as there; toxicity, %; measured here: cell loss, nuclei count;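 cell loss after 18 h compound exposure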
Numbers without * were called inactive; i = inactive; . = no result given.

SMILES	T cell HTS	T cell HTS vesicle-bound %	Salmonella PhoP GFP	Insulin prom up	Insulin prom up cell count	Autophagy mod	Autophagy mod cell loss 18 h	Dynein transport	Dynein transport cytoplasmic EGFP	Dynein transport nuclear GR-EGFP	Dynein transport cell count	MT stabilize HCS	MT stabilize HCS Hoechst-high %	MT stabilize HCS cytotoxicity %	b-catenin transl	b-catenin transl cell count 5 µM	ER stress rescue	Lipid droplet	Lipid droplet cells 6.5 µM
CC(=O)Nc1ccc(NC(=O)/C(=C/c2ccco2)NC(=O)c2ccccc2)cc1	i	42	-4%	0.34	1462	i	9	-0.1	-0.18	0.064	0.27	1.1	2.5	6.6	0.4	1549	1.2%	-4	656
CC(C)COc1ccc(CSCCNC(=S)Nc2ccccc2)cc1	i	26	-4%	-2.1	703	i	6	0.24	-0.1	0.7	-0.42	12	5.8	1.1	1.3	1404	0.5%	.	.
COc1ccc(/C=C/C=C2\NC(=S)NC2=O)cc1	i	49	6%	-0.56	1096	i	-8	0.5	0.16	0.66	-2.2	2.5	2.9	5.3	-0.6	914	-1.1%	6	694
O=C(CCn1c(=O)sc2ccccc21)Nc1ccon1	i	24	7%	-0.02	1184	i	37	0.75	-0.17	0.85	-0.24	3.1	2.0	5.3	-0.2	1139	-2.6%	0	723
Cc1nc(CNC(=O)c2cc(COc3c(F)cccc3F)on2)cs1	i	7	-5%	2.1	1145	.	.	-1.1	0.023	-0.33	0.66	.	.	.	0.2	1380	.	-12	668
S=C(NCCSCc1ccc(Cl)c(Cl)c1)Nc1ccccc1	i	46	.	.	.	i	-16	1.7	-0.2	0.52	-1.8	3.5	2.0	5.5	.	.	.	.	.
COc1ccc(C(=O)NNC(=O)C(C)NC(=O)c2ccccc2NC(=O)c2ccco2)cc1 (stereo unspecified)	i	57	-7%	-0.22	1511	i	-3	-0.17	-0.29	-0.31	0.21	2.7	2.0	7.2	1.2	1055	-2.8%	1	702
O=C(Cn1cc2c(n1)CCCCC2)N1CCc2ccccc21	i	51	3%	0.62	1928	.	.	-1.1	-0.24	-0.39	0.72	2.2	2.9	6.9	-2.0	1118	.	-6	703
Cn1c(-c2cccc3ccccc23)n[nH]c1=S	i	11	0%	-0.11	1387	i	4	-0.8	-0.32	-0.75	0.83	2.0	2.3	9.1	3.0	808	0.9%	8	694
Cc1nn(C)c(N)c1C(O)(c1nccn1C)C(F)(F)F (stereo unspecified)	i	46	0%	0.75	1289	i	-7	2.2	0.0022	2.1	-1.2	2.6	1.3	6.7	2.1	754	4.2%	.	.
COc1ccc(/C(N)=N/OC(=O)C2CCC(=O)N2S(=O)(=O)c2ccc(C)cc2)cc1OC (stereo unspecified)	i	42	-13%	-0.32	1342	i	-1	-0.83	-0.25	-0.73	1.3	2.8	1.7	3.6	0.4	903	1.6%	-1	552
Cn1cc([N+](=O)[O-])c(C(=O)NCc2ccco2)n1	i	42	-4%	0.6	1568	i	7	0.73	-0.22	0.38	-1.7	3.4	2.5	8.6	2.4	952	0.1%	1	639
Cc1cc(C)cc(-n2ccnc2SCC(=O)Nc2nccs2)c1	i	36	10%	0.15	1463	i	4	1.2	-0.14	0.74	-1.2	5.6	3.1	8.3	-2.8	915	0.2%	.	.
Cc1ccc2[nH]c(=O)c3cc(C(=O)N(C)c4ccccc4C)sc3c2c1	i	24	-1%	-1.3	1060	.	.	1.6	-0.26	1.2	-0.41	.	.	.	2.2	1251	.	11	766
O=C(CCN1CCOCC1)NNC(=S)NC(=O)c1ccc(Br)cc1	i	30	-11%	0.01	1287	i	5	1.4	-0.22	0.31	-0.024	4.1	1.4	3.0	1.8	1090	0.4%	0	731
CCC1=Nc2cc(C(=O)NCc3cccnc3)ccc2Sc2ccc(C)cc21	i	32	-6%	.	.	.	.	0.49	-0.27	1.3	-0.98	.	.	.	64*	590*	.	2	640
O=C(COc1cccc(NC(=O)c2ccccc2)c1)c1ccc(F)cc1	i	5	-9%	0	1312	i	-13	-0.53	-0.31	-0.21	-0.17	2.4	3.4	5.3	-3.6	569	0.2%	.	.
CCOC(=O)Cc1c(C)nc2cc(C)nn2c1C	i	25	1%	0.25	1202	i	-5	0.04	-0.28	-0.61	0.45	3.6	1.9	0.8	-1.3	1084	-2.2%	-4	710
O=C(NCCC1=CCCCC1)c1ccc(CN2CCOCC2)cc1	i	19	-4%	.	.	i	-3	0.87	-0.21	0.3	-1.2	3.7	2.1	5.2	1.3	540	-2.0%	-10	757
O=C(N/N=C/c1ccc(Br)s1)Nc1ccccc1	i	34	2%	0.11	1127	i	8	0.31	-0.22	0.13	-0.72	2.2	2.0	7.2	-0.9	1205	2.1%	4	668
O=C(O)CCCC(=O)Nc1ccccc1C(=O)O	i	24	-4%	0.03	1486	.	.	-0.44	-0.21	0.081	0.066	1.9	2.9	11	-2.7	1425	2.0%	.	.
N#Cc1c2n(c(=S)n(-c3ccccc3[N+](=O)[O-])c1=O)CCCCC2	i	38	-6%	0.27	1340	i	6	0.15	0.03	0.54	0.59	2.0	3.4	5.6	-0.2	882	-2.2%	-3	613
Cc1ccc(N(CC(=O)NCc2ccc3c(c2)OCO3)S(=O)(=O)c2c(C)noc2C)cc1	i	45	9%	-0.02	944	i	16	1.5	0.058	1.1	-0.98	2.9	2.3	13	.	.	1.4%	.	.
COc1cccc(C(=O)Nc2sc(C(C)C)cc2C(N)=O)c1OC	i	18	-7%	-0.45	1048	.	.	-0.28	-0.73	-0.46	0.4	.	.	.	-1.3	1344	.	13	695
CCCC1=C(C(=O)OCC)C(c2cccs2)n2ncnc2N1 (stereo unspecified)	i	23	-7%	-0.1	1102	.	.	1.6	-0.18	0.83	-1	.	.	.	-0.6	1364	.	7	709
(continued)
SMILES	T cell HTS	T cell HTS vesicle-bound %	Salmonella PhoP GFP	Insulin prom up	Insulin prom up cell count	Autophagy mod	Autophagy mod cell loss 18 h	Dynein transport	Dynein transport cytoplasmic EGFP	Dynein transport nuclear GR-EGFP	Dynein transport cell count	MT stabilize HCS	MT stabilize HCS Hoechst-high %	MT stabilize HCS cytotoxicity %	b-catenin transl	b-catenin transl cell count 5 µM	ER stress rescue	Lipid droplet	Lipid droplet cells 6.5 µM
C=CCn1c(SCC(=O)c2[nH]c(C)c(C(=O)OCC)c2C)nc2scc(-c3ccc(OC)c(OC)c3)c2c1=O	i	33	14%	-1.1	1095	i	12	-0.19	0.18	0.09	1.4	7.9	2.1	5.1	-0.5	1060	7.2%	17	607
O=C(O)[C@H]1CCCC[C@H]1C(=O)NCCNC(=O)[C@@H]1CCCC[C@@H]1C(=O)O	.	.	-10%	0.51	794	i	-9	-0.79	-0.11	-0.081	0.73	2.1	1.5	11	-4.5	1066	-4.4%	16	791
CCCN(CCC)C(=O)CP(=O)(c1ccccc1)c1ccccc1	i	9	6%	.	.	i	-6	0.053	0.23	-0.14	0.65	2.2	1.5	8.5	.	.	-0.7%	2	796
CC(C)(C)NC(=O)C1N(c2cccnc2)C(=O)C2C(C(=O)Nc3ccccc3)C3(C)C=CC21O3 (stereo unspecified)	i	45	-3%	0.55	1217	i	19	3	-0.13	2.2	-1.2	6.5	1.2	2.4	-2.1	1074	-1.7%	-2	772
Cn1cc(C(=O)c2cccc(Cl)c2)cc1/C=N\O	i	63	-9%	-0.17	1183	i	17	1.4	-0.33	0.87	0.28	4.8	2.9	7.0	-2.4	1027	-0.4%	-4	684
CCN(CC)C(=O)C1CCCN(C(=O)Nc2ccccc2)C1 (stereo unspecified)	i	59	-7%	.	.	i	4	1.3	-0.25	0.64	-0.31	1.6	1.3	10	.	.	-0.1%	2	835
O=Cc1ccc2cccnc2n1	i	6	-2%	1	1197	i	26	2.8	-0.079	1.4	-1.8	2.8	1.5	2.3	-1.4	1152	-0.1%	-21	745
O=C(NCCO)Nc1ccc2nsnc2c1	i	58	4%	-0.48	1238	i	-5	-0.31	-0.26	-0.068	0.36	3.0	2.3	9.4	-3.6	1127	1.1%	12	675

3 compounds already listed, ordered by their value in Dynein transport cytoplasmic EGFP, smallest number first.
smiles,Dynein transport cytoplasmic EGFP
COc1ccc(C(=O)NNC(=O)C(C)NC(=O)c2ccccc2NC(=O)c2ccco2)cc1 (stereo unspecified),-0.29
CC(=O)Nc1ccc(NC(=O)/C(=C/c2ccco2)NC(=O)c2ccccc2)cc1,-0.18
Cc1nn(C)c(N)c1C(O)(c1nccn1C)C(F)(F)F (stereo unspecified),0.0022
